ADAM10 inh = inhibits human ADAM10 | inhibition, % at 7 µM | recombinant ADAM10, EDANS/DABCYL FRET peptide cleavage, 3 h | O14672 | AID 720582 | 0.62% of 370,000 active;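 active = inhibition above a per-campaign cutoff equal to the mean of compounds falling between control-based bounds plus 3 SD, cut at about 20% in these data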;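 note: 0% = DMSO wells while the 100% control is not disclosed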
Target sequence (O14672 214-748 limits assumed): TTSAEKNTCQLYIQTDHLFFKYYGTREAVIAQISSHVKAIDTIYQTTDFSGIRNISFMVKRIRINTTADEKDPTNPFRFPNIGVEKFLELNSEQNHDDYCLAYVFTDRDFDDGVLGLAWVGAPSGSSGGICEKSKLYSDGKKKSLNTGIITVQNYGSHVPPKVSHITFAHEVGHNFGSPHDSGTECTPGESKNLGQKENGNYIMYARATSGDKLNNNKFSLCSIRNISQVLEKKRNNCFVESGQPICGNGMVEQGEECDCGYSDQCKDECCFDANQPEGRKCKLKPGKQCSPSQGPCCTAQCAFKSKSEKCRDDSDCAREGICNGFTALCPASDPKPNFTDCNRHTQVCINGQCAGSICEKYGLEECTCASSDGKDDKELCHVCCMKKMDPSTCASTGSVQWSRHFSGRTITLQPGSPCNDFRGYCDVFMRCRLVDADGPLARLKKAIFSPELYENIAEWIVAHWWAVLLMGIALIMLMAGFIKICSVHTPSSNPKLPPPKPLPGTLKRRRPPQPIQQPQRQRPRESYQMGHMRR
GC-A act = GC-A (human) enzyme activation. activation, % at 10 µM. P16066. HEK293 GC-A cells, cGMP TR-FRET, EC30 ANP; 0% at EC30 ANP, 100% saturating ANP. 0.14% of 370,000 active; in the data active = activation above about 40%
hgDAF12 agonist = activates the H. glycines DAF-12 receptor ligand-binding domain | HEK293 GAL4-hgDAF12 UAS-luciferase reporter, agonist luminescence; normalized to butyrate control | activation, % at 6.8 µM | 1.8% of 370,000 active | AID 687014;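 active = activation above a cutoff set at the mean of all screened compounds plus 3 SD, cut at about 10% in these data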;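 note: 0% = DMSO wells and 100% = sodium butyrate wells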
DAX1 inh-1 = inhibitors of human orphan nuclear receptor DAX1 (NR0B1); P51843; inhibition, % at 6.75 µM; HEK293 Gal4-DAX1 luciferase reporter, luminescence; 0.99% of 340,000 active; AID 504766;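 active = inhibition above the mean over all tested compounds plus 3 SD, cut at about 4.2% in these data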;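 note: 0% = DAX1-transfected cells with DMSO and 100% = empty-vector control cells with DMSO; inhibition shows as a rise in luminescence from relieved DAX1 repression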
DAX1 inh-2 = DAX1 (NR0B1) inhibition, primary screen; HEK293T StAR-luciferase reporter, SF-1/DAX-1 repression relief; AID 652010; inhibition, % at 6.8 µM; 1.1% of 370,000 active;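 active = inhibition above the mean over all tested compounds plus 3 SD, cut at about 3.6% in these data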;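 note: 0% = DAX-1 cells with DMSO and 100% = cells lacking DAX-1 with DMSO; higher inhibition means more luminescence from relief of DAX-1 repression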
NPR2 activator = GC-B (human) receptor activation; P20594; HEK293-GC-B cells, CNP EC30, cGMP TR-FRET; 0% at EC30 CNP, 100% saturating CNP; activation, % at 10 µM; 0.11% of 370,000 active; AID 1920062;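 active = activation at 10 µM reaching about 35% in either raw or pattern-adjusted values, limit read from the data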
hcDAF-12 act = activates DAF-12 receptor from parasite H. contortus | activation, % at 6.8 µM | HEK293 hcDAF-12 lit1-tk-luc reporter, luminescence; 0% DMSO, 100% Δ7-dafachronic acid | 1.4% of 370,000 active | AID 652067;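 active = activation above the mean of all tested compounds plus 3 SD, cut at about 5.5% in these data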;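 note: 100% = response to 3 µM Δ7-dafachronic acid high control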
FXN GAA850 act = increases GAA850 frataxin promoter reporter activity; HEK293 lucGAA850 FXN promoter luciferase reporter, 24 h; percent of 10 µM SAHA response; activation, % at 6 µM; 0.56% of 360,000 active; AID 540364;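 active = activation above the average of all compounds screened plus 3 SD, cutoff fixed separately per campaign, cut at about 7.5% in these data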;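 note: 0% = DMSO wells and 100% = 10 µM SAHA wells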
ssDAF12 agonist = activators of S. stercoralis DAF-12 nuclear receptor | 1% of 370,000 active | HEK293 ssDAF-12/GRIP1 lit1-tk-luc reporter, luminescence; % of 3 µM dafachronic acid response | AID 652126 | activation, % at 6.8 µM;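 active = activation above the mean over all tested compounds plus 3 SD, cut at about 0.9% in these data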;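 note: 0% = DMSO-only wells and 100% = 3 µM delta7-dafachronic acid wells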
SMARCA2 activ = increases SMARCA2 function in MMTV reporter cells; MG213 cells, MMTV-luciferase reporter, dexamethasone, overnight; activation, % at 9.1 µM; 1% of 370,000 active; AID 652017; in the data active = activation above about 7.8%;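 note: 0% = vehicle wells and 100% = reference activator wells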
HGIII-sPLA2 inh = Blocks human group III sPLA2 activity; AID 743126; Q9NZ20; inhibition, % at 12.2 µM; QFRET BODIPY PC-A2 liposome hydrolysis, fluorescence; 0.56% of 370,000 active;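 active = inhibition above mean plus 3 SD of compounds lying within the high and low control bounds, cut at about 19% in these data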;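 note: 0% = median of test compound wells and 100% = no enzyme DMSO wells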
Target sequence (Q9NZ20 whole entry, looked up): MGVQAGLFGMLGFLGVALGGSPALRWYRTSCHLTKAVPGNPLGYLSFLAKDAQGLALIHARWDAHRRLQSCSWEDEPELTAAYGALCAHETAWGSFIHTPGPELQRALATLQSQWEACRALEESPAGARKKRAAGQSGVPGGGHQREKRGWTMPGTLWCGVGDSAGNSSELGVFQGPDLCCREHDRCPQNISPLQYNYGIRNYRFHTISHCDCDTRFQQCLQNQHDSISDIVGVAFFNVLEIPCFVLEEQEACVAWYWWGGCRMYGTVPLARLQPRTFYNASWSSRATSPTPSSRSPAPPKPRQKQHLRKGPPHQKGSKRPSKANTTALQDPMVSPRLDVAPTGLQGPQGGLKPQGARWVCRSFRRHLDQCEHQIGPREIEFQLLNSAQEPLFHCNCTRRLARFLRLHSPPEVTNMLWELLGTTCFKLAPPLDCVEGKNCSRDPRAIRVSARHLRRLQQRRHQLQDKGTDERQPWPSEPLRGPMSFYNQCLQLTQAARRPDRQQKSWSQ
* marks the source's active call; other numbers are inactive results; x = not tested or not shown.

SMILES	ADAM10 inh	GC-A act	hgDAF12 agonist	DAX1 inh-1	DAX1 inh-2	NPR2 activator	hcDAF-12 act	FXN GAA850 act	ssDAF12 agonist	SMARCA2 activ	HGIII-sPLA2 inh
COc1cc2[nH]c3c(Cl)ncnc3c2cc1OC	-6	8	4.5	0.4	-0.1	5	-2.8	0.9	-0.5	-1	9
O=C(CC1Sc2ccccc2NC1=O)NCc1cccc(Cl)c1 (stereo not given)	3	-10	-0.3	1.6	-0.5	1	-1.7	2.0	-2.0	2	1
COC(=O)COc1ccc(C(C2C(=O)CC(C)(C)CC2=O)C2C(=O)CC(C)(C)CC2=O)cc1	0	-3	1.8	1.8	0.2	3	-0.6	2.0	-1.2	0	2
CN(C)c1ccc(N2C(=O)CC(Nc3ccc(N4CCOCC4)cc3)C2=O)cc1 (stereo not given)	-4	-5	-1.2	-1.2	-0.5	0	-2.5	-1.5	-1.2	1	-5
C=C(C)CN1CCN(c2c(CCC#N)c(C)c(C#N)c3nc4ccccc4n23)CC1	-34	0	0.0	0.4	0.1	5	0.7	3.9	-1.2	-4	7
NS(=O)(=O)c1ccc(CCNC(=O)c2ccc(C#CC3(O)CCCCC3)cc2)cc1	0	-1	-6.4	-2.4	-1.9	1	-2.2	-6.7	-1.9	-1	-15
COc1ccc(/C=N/NC(=O)c2nc(-c3ccccc3)cc(-c3ccccc3)n2)cc1	3	3	1.2	-1.1	0.3	3	-2.8	0.9	-1.2	0	-2
COc1ccc(C(=O)N/C(=C\c2ccc3c(c2)OCO3)C(=O)N2CCOCC2)cc1	12	-4	-0.7	-1.2	0.1	-2	-0.5	-0.1	-0.6	-4	-1
CCOC(=O)c1c(C(=O)OCC)c(C)n(Cc2cc(OC)c(OC)c(OC)c2)c1C	-2	2	-2.3	-1.0	0.2	-2	-2.0	4.0	-1.5	-4	-4
Cc1ccc(C(=O)N2CCN(Cc3ccc4c(c3)OCO4)CC2)cc1C	3	5	-1.9	-0.7	-0.4	7	-2.9	1.1	-1.4	3	2
CC(C)CCCCCCCCc1cccc(O)c1C(=O)O	19	2	-2.1	x	0.1	-1	-1.5	x	-0.7	0	-35
Cc1ccc(S(=O)(=O)NC(=O)COc2ccccc2C)cc1	0	3	0.2	-1.9	0.2	2	-1.6	0.1	-1.1	0	5
Cc1ccc(N=C2C(=O)Nc3ccccc32)cc1C	9	-6	-1.7	-1.1	0.0	-2	-0.8	2.5	-0.1	2	5
Cc1cccc(NC(NC(=O)c2ccccn2)C(Cl)(Cl)Cl)c1 (stereo not given)	-2	-5	1.1	-0.3	-0.2	-3	0.6	-4.2	-1.4	0	-1
O=C1NC[C@H](c2ccccc2)OC(=O)[C@@H](Cc2ccc(F)cc2)CC/C=C/C[C@@H]1CC(=O)N(CCO)Cc1ccccc1	23*	-3	-1.5	-0.1	0.1	2	-1.7	-1.3	-1.4	-1	-19
CC[N+](C)(C)CCN(Cc1ccc(Cl)cc1)c1ccccn1	-176	0	-0.1	2.5	-0.1	3	-2.8	1.3	-1.3	-2	6
CCN1C(=O)[C@H]2[C@@H](c3ccc(OC)cc3)N[C@]3(CCCN(Cc4ccc(Cl)cc4)C3=O)[C@H]2C1=O	-5	3	-4.8	-0.8	0.1	-2	0.8	-3.0	-0.2	-5	10
CCS(=O)(=O)N1CCN=C1SCc1cccc(F)c1	-7	-2	-0.8	0.1	0.2	4	-1.7	2.2	-1.3	-2	-2
CCN(CC)c1ccc(/C=N/NC(=O)CNC(=O)c2cccs2)cc1	-246	-3	1.1	-1.1	-0.6	-4	-1.0	-1.5	-0.9	0	6
C=CC[C@@H](CC(=O)N(CCO)Cc1ccccc1)C(=O)NC[C@H](OC(=O)[C@@H](CC=C)Cc1ccc(F)cc1)c1ccccc1	26*	-11	-6.2	-2.9	-1.7	-13	-2.8	-8.9	-1.8	0	-40
Cc1cc(C(=O)OCC(=O)c2ccc3c(c2)OCCO3)c(C)o1	3	-1	1.6	0.1	0.6	2	2.2	2.0	0.0	8.1*	4
COc1ccc2c(CC(=O)OCC(=O)Nc3sc4c(c3C#N)CCC(C)C4)coc2c1 (stereo not given)	-4	3	-0.4	-0.1	0.0	2	-2.1	3.9	-1.2	-1	2
CCCNC(=O)COC(=O)c1ccc(Cl)c(S(=O)(=O)N2CCCC2)c1	5	-2	0.0	0.0	-1.1	5	-2.1	0.6	-0.7	-2	0
COc1ccc(NC(=O)c2ccc(S(=O)(=O)N(C)C)cc2)cc1OC	3	1	-0.8	-0.7	-0.3	-8	-0.6	2.2	-1.6	2	-6
COc1ccccc1CN1C(=O)C2CC=CCC2C1=O (stereo not given)	-2	-5	2.3	2.1	0.2	2	1.8	1.4	-1.1	-5	2

Filtered by structure: the compounds so far containing fluorine (3)
SMILES	ADAM10 inh	GC-A act	hgDAF12 agonist	DAX1 inh-1	DAX1 inh-2	NPR2 activator	hcDAF-12 act	FXN GAA850 act	ssDAF12 agonist	SMARCA2 activ	HGIII-sPLA2 inh
O=C1NC[C@H](c2ccccc2)OC(=O)[C@@H](Cc2ccc(F)cc2)CC/C=C/C[C@@H]1CC(=O)N(CCO)Cc1ccccc1	23*	-3	-1.5	-0.1	0.1	2	-1.7	-1.3	-1.4	-1	-19
CCS(=O)(=O)N1CCN=C1SCc1cccc(F)c1	-7	-2	-0.8	0.1	0.2	4	-1.7	2.2	-1.3	-2	-2
C=CC[C@@H](CC(=O)N(CCO)Cc1ccccc1)C(=O)NC[C@H](OC(=O)[C@@H](CC=C)Cc1ccc(F)cc1)c1ccccc1	26*	-11	-6.2	-2.9	-1.7	-13	-2.8	-8.9	-1.8	0	-40

(list continues)
SMILES	ADAM10 inh	GC-A act	hgDAF12 agonist	DAX1 inh-1	DAX1 inh-2	NPR2 activator	hcDAF-12 act	FXN GAA850 act	ssDAF12 agonist	SMARCA2 activ	HGIII-sPLA2 inh
NC(=O)CC(NC(=O)Cc1cccc2ccccc12)c1ccc(N2CCc3ccccc3C2)c([N+](=O)[O-])c1 (stereo not given)	-1	-5	-3.2	-0.9	-0.5	1	-1.0	-1.3	-1.3	-2	-21
CC(C1CC1)N(Cc1ccccc1)C(=S)Nc1ccccc1 (stereo not given)	4	-17	4.8	0.0	0.9	0	-0.5	3.2	-1.0	-3	5
O=C(Nc1csnn1)c1csnn1	-15	7	1.3	-0.6	-0.3	-2	-0.2	-0.6	-1.1	-2	20*
Cc1ccccc1NC(=S)NCCO	-8	5	4.2	1.3	-0.4	0	-0.3	0.8	-1.9	-4	13
CC(OC(=O)/C=C/c1ccco1)C(=O)Nc1cccc([N+](=O)[O-])c1 (stereo not given)	4	2	-3.8	-0.8	-0.8	-3	-1.8	0.2	-1.6	-5	-2
Cc1ccc(SCC(=O)Nc2ccc3c(c2)C(=O)N(C)C3=O)cc1	-6	-2	2.5	0.3	-0.3	-2	-0.3	1.5	-1.5	3	-7
CCOC(=O)C1(Cc2ccccc2C)CCCN(C(=O)c2ccc(COC)o2)C1 (stereo not given)	3	-2	5.8	1.8	2.8	1	2.4	-0.2	-0.1	4	-2
CCSc1nnc2ccc(-c3ccc(OC)c(OC)c3)nn12	-23	5	-0.5	0.4	-2.8	2	-1.4	7.0	-1.5	6	4
Cc1ccc(S(=O)(=O)NCCC(=O)Nc2nnc(C3CC3)s2)cc1C	0	-10	0.8	1.2	0.9	-6	1.1	0.9	-0.8	-2	-18
CCSc1nnc(NC(=O)CN2C(=O)N(C)C3(CCCCC3)C2=O)s1	0	2	-1.0	0.8	-0.1	3	-2.7	1.4	-1.0	0	1
COC(=O)[C@@]12CCCN1[C@H](c1ccc(-c3ccc(F)cc3)cc1)[C@H]1C(=O)N(C)C(=O)[C@H]12	7	8	-0.6	-0.2	-0.4	1	-2.2	-3.3	-1.0	2	-6
NC(=O)CC(NC(=O)Cc1cccc2ccccc12)c1ccc(NCc2ccc(F)c(F)c2)c([N+](=O)[O-])c1 (stereo not given)	10	1	-3.1	-1.0	-0.3	4	-1.4	-0.5	-1.9	0	-10
O=C(Nc1ccc(F)cc1)Nc1ccccc1NS(=O)(=O)c1cccs1	1	4	-0.1	0.4	-0.4	-4	1.0	0.5	-0.9	2	-18
COCCn1c(-c2ccc(OC(F)(F)C(F)C(F)(F)F)cc2)nc2c1c(=O)[nH]c(=O)n2CC(C)C (stereo not given)	-13	9	-2.6	-1.6	-1.0	-4	-2.4	3.7	-1.1	-1	-8
Cc1cc(C)c(NC(=O)CNC(=O)c2ccc(-n3cncn3)c([N+](=O)[O-])c2)c(C)c1	-11	-1	-2.4	0.5	-1.0	-2	-1.0	-2.1	-0.8	-1	6
CC1=C(C(=O)N2CCOCC2)CC(CC(=O)NCC2CCCCC2)C(=O)N1Cc1ccc(F)cc1 (stereo not given)	-6	3	-0.2	0.7	-0.8	3	-1.6	0.6	-1.3	0	1
Cc1nn(CC(=O)NCCc2ccccc2)c(C)c1[N+](=O)[O-]	9	5	2.5	-0.3	0.1	7	-1.8	-1.8	-1.8	7	1
CCC(CO)Oc1cc(NC(=O)c2ccc(N)cc2)c2ncn(C(C)C)c2c1 (stereo not given)	-17	3	0.1	1.6	-0.7	-3	-0.3	-2.0	-1.1	0	7
O=C(O)c1cccc(Nc2c([N+](=O)[O-])c(=O)oc3ccccc23)c1	0	0	5.7	-0.2	0.6	0	1.8	1.6	-0.1	8.9*	-4
COc1ccc(-c2cc(C#N)nc(N3CCN(C)CC3)n2)cc1	-182	4	3.4	1.7	-0.4	7	-1.0	0.6	-2.2	-1	6
Cc1ccc(C2CC(=O)NC(SCC(=O)Nc3nccs3)=C2C#N)cc1 (stereo not given)	-4	1	-0.7	1.8	-0.2	9	-0.9	-0.3	-0.5	0	-27
CCOC(=O)c1ccc(NC(=O)C2CCN(C(=O)c3ccc(OC)c(OC)c3)CC2)cc1	-2	7	-3.6	-2.9	-1.4	-7	-2.9	-0.7	-1.9	-2	-15
NC(=O)CSc1nnc(Cn2c(=O)sc3ccccc32)n1-c1ccccc1	-3	-1	-0.9	1.2	0.1	-1	-0.1	-0.2	-1.0	1	0
CC(C)c1ccc(/C=N/n2c(-c3ccccc3)n[nH]c2=S)cc1	19	-4	0.4	-0.4	0.4	-7	-1.0	5.1	-1.7	-3	1
CNC(=O)C[C@@H]1C(=O)N(C2CCCCC2)CC1(C)C	-1	-2	1.8	0.4	-0.6	-1	-0.7	0.8	-1.1	-1	3
Cc1ccsc1-c1nc(C(N)=O)c2[nH]c(=O)n(-c3ccc(Cl)cc3)c2n1	-28	0	3.9	0.4	0.6	3	0.6	1.3	-1.0	3	4

SMARCA2 activ, hit marks shown above.
SMILES | ADAM10 inh | GC-A act | DAX1 inh-1 | DAX1 inh-2 | NPR2 activator | hcDAF-12 act | ssDAF12 agonist | SMARCA2 activ | HGIII-sPLA2 inh
Cc1cc(C(=O)OCC(=O)c2ccc3c(c2)OCCO3)c(C)o1 | 3 | -1 | 0.1 | 0.6 | 2 | 2.2 | 0.0 | 8.1* | 4
O=C(O)c1cccc(Nc2c([N+](=O)[O-])c(=O)oc3ccccc23)c1 | 0 | 0 | -0.2 | 0.6 | 0 | 1.8 | -0.1 | 8.9* | -4

Compound activity (PubChem BioAssay)
